PDI turbidity – PDI (human) enzyme inhibition | P07237 | PDI insulin aggregation turbidity, A650, 90 min | inhibition, % at 10 µM | 0.052% of 350,000 active | AID 588391;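 active = mean inhibition across replicates of 30% or more, whatever share of single replicates reach that level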;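 note: absorbance from insulin aggregation driven by PDI reduction with DTT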
Target sequence (P07237 whole entry, looked up): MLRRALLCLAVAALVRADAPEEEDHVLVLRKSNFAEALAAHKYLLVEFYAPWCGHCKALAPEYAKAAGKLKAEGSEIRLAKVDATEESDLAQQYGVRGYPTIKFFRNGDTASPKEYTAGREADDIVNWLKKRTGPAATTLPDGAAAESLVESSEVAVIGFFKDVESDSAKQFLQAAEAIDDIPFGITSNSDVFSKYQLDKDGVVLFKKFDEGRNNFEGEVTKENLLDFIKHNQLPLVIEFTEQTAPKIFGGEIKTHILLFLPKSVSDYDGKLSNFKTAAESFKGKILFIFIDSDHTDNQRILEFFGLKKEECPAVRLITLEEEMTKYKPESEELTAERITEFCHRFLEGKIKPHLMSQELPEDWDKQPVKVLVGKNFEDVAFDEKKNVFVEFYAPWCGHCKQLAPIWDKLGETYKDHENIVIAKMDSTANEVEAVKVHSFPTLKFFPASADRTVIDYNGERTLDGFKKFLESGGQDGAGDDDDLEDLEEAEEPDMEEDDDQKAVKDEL
CaV13 FRET inh – Disruptors of the CACNA1D IQ motif to Ca2+-dependent inactivation inhibitor domain association, primary screening, Förster resonance energy transfer in intact living …; HEK cells, CFP/YFP FRET ICDI-IQ, plate reader, 10 min; percent FRET-ratio fall versus neutral wells; inhibition, % at 12.3 µM; 0.098% of 340,000 active; AID 743397;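 active = mean replicate inhibition of at least 30% and at least 1% of replicates passing that level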;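 note: 0% = median of the neutral control wells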
NR2E3 ag-1 – NR2E3 (human) agonism; AID 2300; 0.12% of 320,000 active; inhibition of corepressor binding, % at 4.78 µM; GST-NR2E3/biotin-RetCOR TR-FRET, 1536-well; Q9Y5X4;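 active = percent inhibition above the cutoff of mean plus 3 SD of all tested compounds, set per screening campaign, cut at about 20% in these data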;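 note: 0% = DMSO wells and 100% = biotin wells as full block of FRET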
Target sequence (Q9Y5X4 whole entry, looked up): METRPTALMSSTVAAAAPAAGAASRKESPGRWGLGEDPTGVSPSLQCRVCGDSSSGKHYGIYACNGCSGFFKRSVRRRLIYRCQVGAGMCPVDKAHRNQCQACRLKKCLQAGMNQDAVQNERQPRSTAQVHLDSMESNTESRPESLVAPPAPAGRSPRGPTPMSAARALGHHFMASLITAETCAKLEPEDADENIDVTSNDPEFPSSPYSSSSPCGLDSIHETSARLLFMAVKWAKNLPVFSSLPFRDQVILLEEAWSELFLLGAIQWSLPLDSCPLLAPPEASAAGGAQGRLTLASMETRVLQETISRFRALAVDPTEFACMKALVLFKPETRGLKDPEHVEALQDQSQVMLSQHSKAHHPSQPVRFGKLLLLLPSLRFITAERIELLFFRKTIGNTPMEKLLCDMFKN
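Material: NR2E3–RetCOR corepressor complex / Amount: 1.35 nM GST-NR2E3 / Medium: Tris pH 7.5 / Compound: single nominal compound dose of 4.8 µM / Incubation: 5 h at 4 °C / Technique: TR-FRET, Eu(K)-anti-GST donor, streptavidin-D2 acceptor, ex 340, em 617/671 nm / Read-out basis: percent loss of FRET ratio relative to control wells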
iPSC survival up – increases survival of single human iPS cells | hiPSC single-cell survival, ATPlite luminescence; 100% = ROCK inhibitor wells, 0% = DMSO | survival enhancement, % at 20 µM | 0.044% of 360,000 active; in the data active = survival enhancement above about 18%;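 note: cells exposed to compounds for 16 hours before the ATP read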
MITF TRPM1 inh – inhibitors of MITF-driven TRPM1 promoter in melanoma cells | inhibition, % at 12.5 µM | 0.83% of 330,000 active | SK-MEL-5 TRPM1 promoter luciferase, 24 h | AID 488899;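 active = mean inhibition across replicates of 60% or more, whatever share of single replicates reaches that level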; note: values of inactives mirror those of a sister screen read the other way
HIF-2a block – blocks HIF-2a reporter activity. 786-0 RCC cells HIF-2a reporter, luciferase luminescence, overnight. inhibition, % at 18.8 µM. 0.72% of 360,000 active;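 active = inhibition of the luminescence signal of 40% or more relative to plate controls, in a single-dose primary screen at 18.75 µM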
Peg3 promoter – reduces Peg3 promoter-driven luciferase expression in HeLa. HeLa PEG-Prom luciferase reporter, luminescence, overnight. inhibition, % at 20 µM. 1.7% of 360,000 active. AID 588405;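 active = inhibition of at least 50% at 20 µM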
aDG glyco act – alpha-DG glycosylation activation; 0.22% of 360,000 active; activation, % at 10 µM; Pro5-aDG cells, alpha-DG glycosylation AlphaScreen (IIH6); 0% Pro5, 100% B10-LARGE cell signal;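 active = activation of at least 8% versus controls, or a plate z-score of at least 8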;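 note: Pro5 are CHO cells carrying HIG-tagged alpha-DG that lacks glycosylation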
NR2E3 ag-2 – human photoreceptor-specific nuclear receptor agonism | Q9Y5X4 | inhibition of corepressor binding, % at 3.98 µM | CHO-S Gal4-NCOR/VP16-NR2E3 two-hybrid, luciferase | AID 602229 | 0.35% of 360,000 active;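 active = inhibition above the mean of all tested compounds plus 3 SD, cut at about 70% in these data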;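 note: 0% = DMSO with NR2E3 transfected cells and 100% = cells lacking NR2E3 construct; higher means lower luciferase signal from less NR2E3 corepressor binding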
Granule exo inh – blocks lytic granule exocytosis; TALL-104 LAMP-1 surface exposure, flow cytometry; cells stimulated with thapsigargin and PMA; inhibition, % at 10 µM; 0.66% of 360,000 active; AID 651702;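 active = inhibition above about 55%, limit read from the data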
Vif imaging – inhibitors of HIV Vif | HEK293T cells, Vif self-association by quenched fluorescence, imaging, 24 h | inhibition, % at 7.49 µM | 0.35% of 340,000 active | AID 602346; in the data active = inhibition above about 50%, passing the limit was not always enough; note: some results filed as inactive read as strong as hits
The depositor's hits bear a star; · = not tested or not shown. Compounds were not picked by outcome; any-hit rate near 3.5%.

(1) Cn1c(=N)n(CC(=O)c2ccc(Br)cc2)c2ccccc21
(2) COc1ccc(C(=O)N/N=C/c2ccc(OC)c(COc3ccccc3)c2)cc1
(3) Cc1ccc(OCC(=O)Nc2ccc3c(c2)C(=O)NC3=O)c(C)c1
(4) C=C(C)CN(CC)C(=O)CSc1ccc(S(=O)(=O)N2CCN(C)CC2)cn1
(5) O=C(NCC(c1ccco1)N1CCCC1)c1cn(Cc2ccccc2)nc1-c1ccccc1 (configuration not stated)
(6) N#Cc1c(-c2ccccc2)ccnc1Oc1ccccc1
(7) Nn1c(-c2ccc(F)cc2)nc2ccccc2c1=O
(8) Cc1ccc(C(=O)NCC(=O)OCC(=O)Nc2cc(S(=O)(=O)N3CCOCC3)ccc2Cl)s1

Screen / compound no.	1	2	3	4	5	6	7	8
PDI turbidity	-1	3	-1	1	-6	-1	9	18
CaV13 FRET inh	-5	·	-6	-3	-7	·	-4	-17
NR2E3 ag-1	-2	-1	2	·	-1	0	-6	·
iPSC survival up	-0.4	0.2	-0.6	0.0	-0.2	2.7	-0.6	-0.2
MITF TRPM1 inh	48	-11	-2	4	9	-45	·	6
HIF-2a block	-211	-23	4	5	7	-147	-16	16
Peg3 promoter	-141	4	-9	8	-11	-176	-11	10
aDG glyco act	4.8*	0.0	-0.1	0.0	0.1	0.0	0.0	-0.2
NR2E3 ag-2	-158	-32	-13	6	-2	-58	-19	-26
Granule exo inh	20	8	-16	-5	0	1	24	1
Vif imaging	-18	-4	-3	1	-1	-1	-11	-5

(9) Nc1c(C(=O)Nc2ccc3c(c2)OCCO3)nnn1Cc1cccc(Br)c1
(10) CCOc1ccc(-n2c(=S)sc3c(=O)[nH]c(SCC(=O)N4CCC(C)CC4)nc32)cc1
(11) Cc1cc(NC(=O)COC(=O)C2CC(=O)N(c3cccc(Cl)c3)C2)no1 (configuration not stated)
(12) CCOc1cc(S(=O)(=O)Nc2ccc(Cl)cn2)ccc1Cl
(13) CCN(CC)c1ccc(NC(=O)c2ccc(=O)[nH]c2)cc1S(=O)(=O)Nc1ccc(OC)cc1
(14) N=C1C(c2ccccc2)=C(O)C2CCc3ccccc3N12 (configuration not stated)
(15) O=C(CN1CCN(Cc2ccc(F)cc2)CC1)NCc1ccccc1
(16) O=C(CN1CCN(c2ncccn2)CC1)N(Cc1ccccc1)c1ccc(F)cc1

Screen / compound no.	9	10	11	12	13	14	15	16
PDI turbidity	6	-1	-1	2	3	-2	-8	1
CaV13 FRET inh	-7	-5	-4	1	-16	-8	-11	-9
NR2E3 ag-1	3	6	1	2	-5	3	2	2
iPSC survival up	-0.2	1.1	0.0	1.8	1.7	0.3	0.9	1.2
MITF TRPM1 inh	-101	0	5	1	9	13	2	-1
HIF-2a block	-267	-11	10	7	5	-22	16	-2
Peg3 promoter	-223	16	4	-7	8	-5	14	20
aDG glyco act	2.1	-0.3	0.0	-0.1	-0.1	-0.2	0.1	0.1
NR2E3 ag-2	23	-4	-10	-14	8	-12	-9	2
Granule exo inh	3	-2	3	1	-5	9	3	3
Vif imaging	·	3	6	15	6	-1	11	-5

(17) Cc1cc(-n2nc(C)cc2C)nc(NS(=O)(=O)c2ccccc2Cl)n1
(18) COc1ccc(-c2c(NC(=O)c3ccco3)oc3ccccc3c2=O)cc1OC
(19) O=C(CCN1CCOCC1)NNC(=O)/C(=C/c1ccccc1)NC(=O)c1ccccc1
(20) CCOC(=O)C1CCCN(C(=O)N2CCOCC2)C1 (configuration not stated)
(21) Cc1ccc(C(=O)NC(=S)NNS(=O)(=O)c2ccccc2)cc1
(22) Cc1ccc(NC(=O)C(C)N2C(=O)c3ccccc3C2=O)c(C)c1 (configuration not stated)
(23) COc1ccc(CN2CCNC(=O)C2CC(=O)NCc2csc(C)n2)c(F)c1 (configuration not stated)
(24) COCCn1c(=S)[nH]c2cc(C(=O)N3CCC(C(N)=O)(N4CCCCC4)CC3)ccc2c1=O

Screen / compound no.	17	18	19	20	21	22	23	24
PDI turbidity	-2	·	-2	-1	25	-2	4	13
CaV13 FRET inh	-4	·	-4	-6	-7	-5	-7	-4
NR2E3 ag-1	1	1	3	1	2	2	0	1
iPSC survival up	1.0	3.4	-1.0	-1.8	3.2	-0.7	-0.6	-1.7
MITF TRPM1 inh	-3	-6	-4	15	-10	4	6	1
HIF-2a block	18	5	20	11	-7	21	6	-10
Peg3 promoter	11	-3	8	3	14	-1	-7	5
aDG glyco act	-0.1	-0.1	0.0	1.6	-0.3	0.0	0.0	-0.3
NR2E3 ag-2	-15	-4	-5	-21	-6	4	26	-7
Granule exo inh	-2	-2	-2	1	3	-3	1	0
Vif imaging	4	7	8	3	-11	2	-2	8

(25) CCN(CC)S(=O)(=O)c1cccc(NC(=O)CN(C)C2CCCCC2)c1
(26) COc1cccc(C(=O)N2CCCc3ccccc32)c1
(27) COc1ccc(C(C)(C)C)cc1NC(=O)c1cc(S(=O)(=O)N(C)C)ccc1N1CCCC1
(28) OC(COC(c1ccc(F)cc1)c1ccc(F)cc1)CN1CCc2ccccc2C1 (configuration not stated)
(29) O=C(COC(=O)C(O)c1ccccc1)c1ccc2c(c1)OCCO2 (configuration not stated)
(30) Cc1ccc(NC(=O)CN2C(=O)NC3(CCCc4ccccc43)C2=O)c(C)c1 (configuration not stated)
(31) C=C(c1cn(C(C)=O)c2ccccc12)c1cn(C(C)=O)c2ccccc12
(32) CCCNC(=O)COC(=O)C1CCN(S(=O)(=O)c2ccc3c(c2)OCCO3)CC1

Screen / compound no.	25	26	27	28	29	30	31	32
PDI turbidity	-1	-9	1	4	-3	-1	-1	-3
CaV13 FRET inh	-4	-5	-3	-18	·	-6	-5	-2
NR2E3 ag-1	1	-1	-1	0	-3	·	·	5
iPSC survival up	-0.5	1.1	1.1	0.0	2.8	-0.6	0.4	-0.5
MITF TRPM1 inh	5	-10	3	1	-6	-3	13	-3
HIF-2a block	18	5	19	8	-53	-6	-57	0
Peg3 promoter	16	9	18	-5	-31	-2	8	-21
aDG glyco act	0.2	0.1	-0.3	0.3	-0.1	0.0	0.0	0.0
NR2E3 ag-2	-25	13	-24	-14	-33	-21	-3	-28
Granule exo inh	1	2	2	5	-3	-5	1	1
Vif imaging	6	1	3	-3	13	37	12	12

From no. 23 up to 29, as listed above:
(23) COc1ccc(CN2CCNC(=O)C2CC(=O)NCc2csc(C)n2)c(F)c1 (configuration not stated)
(24) COCCn1c(=S)[nH]c2cc(C(=O)N3CCC(C(N)=O)(N4CCCCC4)CC3)ccc2c1=O
(25) CCN(CC)S(=O)(=O)c1cccc(NC(=O)CN(C)C2CCCCC2)c1
(26) COc1cccc(C(=O)N2CCCc3ccccc32)c1
(27) COc1ccc(C(C)(C)C)cc1NC(=O)c1cc(S(=O)(=O)N(C)C)ccc1N1CCCC1
(28) OC(COC(c1ccc(F)cc1)c1ccc(F)cc1)CN1CCc2ccccc2C1 (configuration not stated)
(29) O=C(COC(=O)C(O)c1ccccc1)c1ccc2c(c1)OCCO2 (configuration not stated)

Screen / compound no.	23	24	25	26	27	28	29
PDI turbidity	4	13	-1	-9	1	4	-3
CaV13 FRET inh	-7	-4	-4	-5	-3	-18	·
NR2E3 ag-1	0	1	1	-1	-1	0	-3
iPSC survival up	-0.6	-1.7	-0.5	1.1	1.1	0.0	2.8
MITF TRPM1 inh	6	1	5	-10	3	1	-6
HIF-2a block	6	-10	18	5	19	8	-53
Peg3 promoter	-7	5	16	9	18	-5	-31
aDG glyco act	0.0	-0.3	0.2	0.1	-0.3	0.3	-0.1
NR2E3 ag-2	26	-7	-25	13	-24	-14	-33
Granule exo inh	1	0	1	2	2	5	-3
Vif imaging	-2	8	6	1	3	-3	13

The results go on:
(33) O=C(CCCC(=O)OCC(=O)c1ccc(Cl)cc1Cl)Nc1cc(C(F)(F)F)ccc1Cl
(34) CCOC(=O)C1C(=O)NC(N2CCN(CC)CC2)=NC1c1ccccc1 (configuration not stated)
(35) Cc1ccc(-c2cc(C(F)F)nc(S(C)(=O)=O)n2)cc1
(36) CCOc1cc(C(=O)Nc2ccc3c(c2)OCO3)ccc1OC(F)F
(37) Cc1cccc(C(C)C)c1NC(=O)C(C)OC(=O)Cn1cnc2c1c(=O)n(C)c(=O)n2C (configuration not stated)
(38) Cc1csc(Nc2ccc(C(=O)O)cc2)n1
(39) CC(=O)N1C(=O)C2(C(C#N)=C(N)Oc3c2c(C)nn3-c2ccccc2)c2ccccc21 (configuration not stated)
(40) CCOc1ccc(C(=O)Nc2ccc(N3CCN(C)CC3)cc2)cc1

Screen / compound no.	33	34	35	36	37	38	39	40
PDI turbidity	4	-2	-2	-3	-9	-1	8	5
CaV13 FRET inh	-7	-4	-1	-8	-2	0	·	-19
NR2E3 ag-1	0	4	-2	0	1	3	-2	0
iPSC survival up	-1.3	3.6	-0.3	3.3	-0.5	1.6	-3.9	0.4
MITF TRPM1 inh	2	-1	34	-57	2	-21	13	-28
HIF-2a block	9	10	10	-148	16	-15	-14	-68
Peg3 promoter	1	-1	98*	-104	9	-30	-4	-66
aDG glyco act	0.0	-0.1	0.4	0.2	-0.1	-0.2	1.8	-0.1
NR2E3 ag-2	1	-14	-13	-18	5	-5	7	-14
Granule exo inh	-3	-3	38	-4	-3	-1	4	8
Vif imaging	28	-8	14	0	9	5	-6	-4

(41) O=C1NC[C@H](c2ccccc2)OC(=O)[C@H](Cc2ccc(F)cc2)C/C=C\C[C@H]1CC(=O)N(CCO)Cc1ccccc1
(42) COc1ccccc1NC(=O)NCCCCc1ccccc1
(43) COc1ccccc1-c1c(C)nn2c(C)c(C(C)=O)cnc12
(44) O=C(c1nc2ccc(Cl)cn2c1CNCCn1ccnc1)N1CCCCCCC1
(45) CCc1nnc(NC(=O)c2cccc(S(=O)(=O)N3CCN(c4ccccc4)CC3)c2)s1
(46) O=C(Nc1ccccc1N1CCCC1)c1ccco1
(47) Nc1[nH]c(C(=O)c2ccccc2)c(-c2ccccc2Br)c1C(=O)c1ccccc1
(48) Cc1nnc(SCC(=O)Nc2nonc2C)s1
(49) O=C(Nc1nccs1)c1ccc(S(=O)(=O)NCC2CCCCC2)cc1
(50) C[C@H]1CNC(=O)c2c(C(=O)N3CCN(C(=O)OC(C)(C)C)CC3)ncn21
(51) Cc1c(NC(=O)COC(=O)/C=C/c2ccc(Cl)cc2)c(=O)n(-c2ccccc2)n1C

Screen / compound no.	41	42	43	44	45	46	47	48	49	50	51
PDI turbidity	-4	-11	9	-2	2	1	·	-3	-1	·	-1
CaV13 FRET inh	-3	-3	0	-6	·	-1	-11	-19	-8	-8	15
NR2E3 ag-1	·	-1	4	0	2	-6	·	5	0	·	1
iPSC survival up	0.0	-0.5	0.3	-3.3	-1.0	2.3	1.1	1.1	-1.8	0.7	-0.1
MITF TRPM1 inh	12	-2	3	13	6	4	·	6	15	·	-3
HIF-2a block	-14	-46	10	13	-3	-4	-14	12	5	6	3
Peg3 promoter	54*	-29	-10	10	12	-6	·	-5	9	-9	18
aDG glyco act	0.0	0.1	0.3	-0.5	0.1	-0.1	-0.2	-0.2	4.3	-0.3	-0.1
NR2E3 ag-2	38	-32	-23	-16	3	-19	-48	-21	58	3	-2
Granule exo inh	1	-7	-2	-6	0	2	3	-1	-3	4	5
Vif imaging	-6	11	6	-13	·	15	·	2	-16	-3	0
